Source: PubChem (National Center for Advancing Translational Sciences (NCATS))
APE1 inh – inhibitors of human APE1 endonuclease; P27695; Potency, µM (highest dose often 65.8 µM), for inactives: at the top dose activity change, negative = inhibition, hits mostly inhibitors; recombinant APE1, TAMRA/BHQ-2 abasic DNA cleavage fluorescence; 350,000 compounds, 0.35% hits;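 also: potency is read from the fitted curve at half-maximal effect; plate controls were vehicle for no effect and reference inhibitor for full effect; nearly all actives have a fitted effect of over 55% in size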
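Quantitative HTS: incision of a TAMRA/BHQ-2 double-stranded substrate bearing a tetrahydrofuran abasic site by 0.75 nM APE1 raises fluorescence. Substrate 50 nM final, added after 15 min compound preincubation at room temperature; progress as third-minus-first kinetic read difference.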
Tb PGK inh – blocks T. brucei phosphoglycerate kinase; P07378; PGK/GAPDH coupled, Kinase-Glo luminescence, 60 min; Potency, µM (titrated, usually from 57.5 µM), for the others: top-dose activity change, negative = inhibition, hits mostly inhibitors; 380,000 compounds, 0.043% hits; also: potency is read from the fitted curve at half-maximal effect; % is scaled to controls: 0 for no effect and ±100 for the full control effect; nearly all actives have a fitted effect of over 60% in size
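Recombinant glycosomal PGK reaction used 1,3-bisphosphoglycerate generated in-well by GAPDH (100nM final) in 100mM TEA pH 7.6, 5mM MgCl2, 0.01% Tween-20. After 60 minutes at room temperature, ATP was read by Kinase-Glo Plus luminescence end-point.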
Pol beta inh – DNA polymerase beta (human) inhibition; Potency, µM (highest dose often 114 µM), for inactives: at the highest dose activity change, negative = inhibition, hits mostly inhibitors; Pol beta primer extension/strand displacement, fluorescence kinetic; 340,000 compounds, 1.3% hits; AID 485314; also: potency is read from the fitted curve at half-maximal effect; % is scaled to controls: 0 for no effect and ±100 for the full control effect
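Human Pol beta at 10 nM; strand-displacement substrate 50 nM final. Compound exposure 15 min at room temperature before start, reaction 10 min at room temperature.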
Pol kappa inh – blocks human DNA polymerase kappa activity; Q9UBT6; purified Pol kappa, fluorescent DNA synthesis assay, 10 min; Potency, µM (titrated, usually from 107 µM), for the others: at the highest dose activity, negative = inhibition, hits mostly inhibitors; 400,000 compounds, 0.53% hits; AID 588579; also: potency is read from the fitted curve at half-maximal effect; % is scaled to controls: 0 for no effect and ±100 for the full control effect
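Kinetic fluorescence readout at 0 and 10 min followed reaction start with substrate at 50 nM final. Beforehand, enzyme (10 nM Pol kappa) stood 15 min with compound at room temperature; buffer-only wells were negative controls.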
RXFP1 antag – antagonists of human relaxin receptor RXFP1; Q9HBX9; HEK293-RXFP1, relaxin-stimulated cAMP HTRF, 30 min; active compounds read low; activity change, negative = inhibition, % at 57.5 µM; 350,000 compounds, 0.59% hits; AID 1259400;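 active = activity change of -60% or lower, but not beyond a set lower limit; inconclusive = change between -60% and -40%, or beyond the set limit; inactive = change above -40%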; also: % is scaled to controls: 0 for no effect and ±100 for the full control effect
BLM inh – blocks DNA unwinding by human BLM helicase; P54132; recombinant BLM DNA unwinding, fluorescence dequenching; Potency, µM (top dose mostly 56.1 µM), inactives show at the highest dose activity change, negative = inhibition, usual class: inhibitors; 350,000 compounds, 0.2% hits;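 also: potency is read from the fitted curve at half-maximal effect; plate controls were vehicle for no effect and no enzyme for full effect; nearly all actives have a fitted effect of over 35% in size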
Apoferritin bind – candidate novel general anesthetic via apoferritin binding; P02791; apoferritin/1-aminoanthracene competitive binding, fluorescence; Potency, µM (highest dose often 77.5 µM), inactives show top-dose activity change, negative = displacement, hits mostly inhibitors; 350,000 compounds, 0.074% hits; also: potency is read from the fitted curve at half-maximal effect; % is scaled to controls: 0 for no effect and ±100 for the full control effect; nearly all actives have a fitted effect of over 20% in size
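In PBS, apoferritin at 10 uM is loaded with 1-AMA from a 50% saturated solution. After 10 min of compound exposure at ambient temperature, reduced 535 nm fluorescence indicates probe displacement.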
Pol eta inh – blocks human DNA polymerase eta activity | Q9Y253 | recombinant Pol eta, fluorescent DNA replication assay | Potency, µM (series often up to 114 µM), for inactives: top-dose activity change, negative = inhibition, actives largely listed as inhibitors | 390,000 compounds, 1.2% hits | AID 588591; also: potency is read from the fitted curve at half-maximal effect; % is scaled to controls: 0 for no effect and ±100 for the full control effect
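Fluorescent replication assay: 50 nM final substrate added after a 15 min room-temperature compound preincubation with 10 nM enzyme. Signal taken at 0 min and again at 10 min.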
POLI inh – blocks human DNA polymerase iota activity | Q9UNA4 | Pol iota fluorescent replication assay, 10 min | Potency, µM (highest dose often 115 µM), without a hit: at the highest dose activity, negative = inhibition, usual class: inhibitors | 390,000 compounds, 1% hits | AID 588590; also: potency is read from the fitted curve at half-maximal effect
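Pol iota at 10 nM preincubated 15 min with compounds at room temperature; reaction started with fluorescent substrate, 50 nM final. Fluorescence read kinetically at 0 and 10 min; buffer-only wells as negative control.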
An asterisk follows results filed as active; i = inactive; u = inconclusive; x = no result given; & = joins results of further samples; [ ] = another dose, or the depositor's remark. Unless noted, calls follow the shape of the dose curve; as a rule, active = well fitted curve in the direction sought with a large enough effect; inconclusive = small, poorly fitted or top-dose-only effect, or another doubt; inactive = no such curve, though single readings can be large; an effect the other way counts as inactive or inconclusive. An excerpt; count on the stated rates, not on these rows.

SMILES	APE1 inh	Tb PGK inh	Pol beta inh	Pol kappa inh	RXFP1 antag	BLM inh	Apoferritin bind	Pol eta inh	POLI inh
C=CCn1c(SCC(=O)Nc2c(C)cccc2C)nnc1-c1cnccn1	-5%	-5%	23%	10%	-7	3%	-14%	-9%	3%
O=C(N/N=C/c1cccnc1)c1cc(C2CC2)nc2ccccc12	47%	-2%	3%	6%	-2	-8%	-6%	-17%	91%[activator]
O=C(CCCCn1ccc(=O)[nH]c1=O)Nc1ccc(O)c(C(=O)O)c1	x	i	x	-6%	14	x	x	-3%	47%[activator]
CCCNC(=O)COC(=O)c1ccc(S(=O)(=O)N2CCCCCC2)cc1	0%	-4%	1%	-7%	15	-1%	-8%	-11%	8%
O=C(Nc1ccc(N2CCOCC2)cc1)c1c(F)cccc1Cl	-5%	5%	11%	-1%	-7	-1%	-9%	-25%	96%[activator]
O=C(COc1ccc(F)cc1)N1CCCCCCC1	2%	1%	23%	8%	2	4%	u	-19%	21%
O=C(COc1ccc(/C=N/NC(=O)c2cccnc2)cc1)Nc1ccccc1	-45%	-9%	32µM*	-1%	-18	-7%	2%	u	49%[activator]
Cc1ccc(C)c(N2CCN(CCCNc3ncnc4onc(-c5ccc(Cl)cc5)c34)CC2)c1	x	-2%	51%	1%	x	-8%	-4%	-14%	1%
C[C@@H](C(=O)NCc1ccc(S(C)(=O)=O)cc1)[C@@H]1C[C@@]1(C)[C@@H](NC(=O)OCc1ccccc1)c1ccccc1	6%&-3%	0%	2%	6%	x	-1%&-8%	-15%&-23%	-13%	11%
CCOC(=O)N1CCC(=NNc2ccc(S(=O)(=O)N3CCOCC3)cc2[N+](=O)[O-])CC1	u	-2%	-8%	-6%	2	-2%	-10%	-6%	20%
CC(C)(C)C(=O)N(Cc1ccccc1)c1ccccn1	0%	-5%	u	14%	3	0%	-12%	-19%	24%
Cc1cc(C(=O)CSc2n[nH]c(-c3ccccc3F)n2)c(C)n1Cc1cccs1	-5%	-1%	2%	-4%	0	-8%	-4%	-11%	6%
Cc1ccc(CN2CCN(Cc3cnc(C)s3)CC2CCO)o1 (stereo not drawn)	-1%	i	0%	-13%	-1	-5%	-3%	-13%	77%[activator]
CCOc1ccccc1N(C)C(=O)Cn1ncc2c([nH]c3ccccc32)c1=O	-11%	i	-15%	-7%	20	-4%	-14%	-1%	36%[activator]
Cc1cccc(N2CCN(S(=O)(=O)c3c(C)[nH]c(=O)[nH]c3=O)CC2)c1C	2%	i	-17%&2%	-6%[60.1 µM]	-32&-2	4%&-4%	-9%&-10%	-9%&-1%	u
Cn1ccnc1C(=O)c1ccc(NN)c([N+](=O)[O-])c1	-3%	-11%	6%	-5%	-14	-2%	-11%	-17%	72%[activator]
Cc1nn(CC(=O)N2CCN(c3ccc(Cl)cc3)CC2)c(=O)c2cccn12	42%	5%&2%	u	-10%&-2%	5&0	-1%&-5%	-6%&-8%	-5%&0%	2%&20%
Cc1cccc(NC(=O)c2c(NC(=O)c3ccccc3)sc3c2CCC3)c1	x	x	-20%	-3%	-3	-3%	0%	x	22%
OCCCn1c(C2CCCN2c2nc(-c3ccc(F)cc3)cs2)nc2cc(Cl)c(N3CCCCC3)cc21 (stereo not drawn)	x	-1%	x	-6%	x	x	x	-6%	8%
O=C(Oc1cc(=O)oc2c1c(=O)n1c3c(cccc23)CC1)c1ccc(F)cc1	6%	-4%	u	1%	-13	-4%	-11%	-15%	u
O=C(COC(=O)/C=C/c1ccccc1)NC(=O)NCc1ccccc1	1%	8%	x	-13%	8	x	x	-8%	-3%
CC(CC(=O)N1CCN(c2cccc(Cl)c2)CC1)S(=O)(=O)c1ccc2c(c1)NC(=O)CO2 (stereo not drawn)	34%	6%	-10%	-9%	-13	-2%	-5%	-2%	-6%
CCOc1cc(C(=O)N2CC(=O)Nc3ccc(F)cc3C2c2ccccc2)cc(OCC)c1OCC (stereo not drawn)	x	1%	-11%	4%	-7	-7%	1%	-9%	-1%
Cc1ccccc1-c1noc(-c2cc(-c3ccc(F)cc3)n[nH]2)n1	x	-3%	4%	-3%	-26	-2%	-16%	-18%	16%
Cc1ccnc(Nc2nc(-c3c(C)nc4sccn34)cs2)c1	0%	4%	-6%	-17%	-12	-21%	3%	u	13%

Sorted by SMILES length (lowest first): five of the compounds above
SMILES	APE1 inh	Tb PGK inh	Pol beta inh	Pol kappa inh	RXFP1 antag	BLM inh	Apoferritin bind	Pol eta inh	POLI inh
O=C(Nc1ccc(N2CCOCC2)cc1)c1c(F)cccc1Cl	-5%	5%	11%	-1%	-7	-1%	-9%	-25%	96%[activator]
Cc1cccc(NC(=O)c2c(NC(=O)c3ccccc3)sc3c2CCC3)c1	x	x	-20%	-3%	-3	-3%	0%	x	22%
CCOc1ccccc1N(C)C(=O)Cn1ncc2c([nH]c3ccccc32)c1=O	-11%	i	-15%	-7%	20	-4%	-14%	-1%	36%[activator]
Cc1cc(C(=O)CSc2n[nH]c(-c3ccccc3F)n2)c(C)n1Cc1cccs1	-5%	-1%	2%	-4%	0	-8%	-4%	-11%	6%
C[C@@H](C(=O)NCc1ccc(S(C)(=O)=O)cc1)[C@@H]1C[C@@]1(C)[C@@H](NC(=O)OCc1ccccc1)c1ccccc1	6%&-3%	0%	2%	6%	x	-1%&-8%	-15%&-23%	-13%	11%

Continuation:
SMILES	APE1 inh	Tb PGK inh	Pol beta inh	Pol kappa inh	RXFP1 antag	BLM inh	Apoferritin bind	Pol eta inh	POLI inh
CC(=O)c1cccc(NC(=O)CC2S/C(=N/N=C/c3cccs3)NC2=O)c1 (stereo not drawn)	16%	-1%	18%	-5%	-11	-3%	-15%	-20%	23%
COc1cc(C(=O)NC(c2ccccc2)c2ccccc2)cc(OC)c1OC	-14%	-2%	14%	-1%	-7	1%	-2%	-20%	155%[activator]
CC[n+]1c(/C=C2/C=C(C)CC(C)C2)sc2ccccc21 (stereo not drawn)	15%	9%	21%	6%	-24	-8%	-14%	5%	0%
CCc1cccc(CC)c1NC(=O)c1cc(S(=O)(=O)N2CCc3ccccc32)cn1C	x	i	-35%	-1%	-22	-11%	-1%	6%	-8%
Cc1cc(C(=O)CN2C(=O)NC3(CCCCC3)C2=O)c(C)n1Cc1ccc2c(c1)OCO2	-7%	3%	3%	-8%	-5	-3%	u	-25%	3%
COC(=O)C(Cc1c[nH]c2ccccc12)NC(C)=O (stereo not drawn)	2%	2%	0%	-13%	0	-3%	0%	-16%	8%
Cc1cc2c(cc3c(=O)n(CC(=O)NCCCN4CC(C)CC(C)C4)ncn32)s1 (stereo not drawn)	64%[activator]	6%	-18%	5%	-3	1%	-3%	-5%	30%
COc1ccc(OCC(O)CN2C(=O)NC(C)(C)C2=O)cc1 (stereo not drawn)	-6%	-3%	2%	-12%	-4	-9%	-14%	6%	6%
Cc1cc(C(=O)OC(C)C(=O)N2CCc3ccccc32)ccc1[N+](=O)[O-] (stereo not drawn)	28%	i	x	-8%	-18	x	x	-23%	17%
CCCOc1cccc(C(=O)Nc2cccc(NC(=O)c3ccco3)c2)c1	0%	i	-20%	-2%	-2	-11%	u	-19%	u
Cc1cc(S(=O)(=O)Nc2noc3ccccc23)ccc1F	u	-1%	22%	-10%	-2	-1%	-9%	6%	2%
CCOc1ccc(CCN2C(=S)N([C@@H](CC(C)C)CN3CCCC3CN3C(=S)NC[C@@H]3CC(C)C)C[C@@H]2Cc2ccc(O)cc2)cc1 (stereo partly drawn)	x	4%	x	-6%	x	x	x	-20%	7%
O=C(CC1C(=O)NCCN1C(=O)c1ccccc1)Nc1cc(Cl)ccc1Cl (stereo not drawn)	6%	-1%	0%	-9%	7	-5%	-3%	-1%	30%[activator]
Cn1c(=O)c2c(nc(N/N=C/c3cccnc3)n2Cc2ccccc2)n(C)c1=O	-7%	1%	-12%	-3%	4	-4%	-9%	-24%	14%
CC(C)C[C@@H](CNCC(=O)[C@H](Cc1c[nH]c2ccccc12)NC(=O)c1[nH]cnc1C(=O)N[C@@H](C)CN)NC(=O)c1nc[nH]c1C(=O)N[C@@H](Cc1ccccc1)C(=O)O	x	-7%	x	6%	x	x	x	-13%	u
O=C(CSc1nc2ccccc2s1)Nc1nccs1	-4%	-6%	24%	-18%	-6	-1%	-8%	5%	19%
COc1ccc(NC(=O)c2[nH]nc3c2CSc2ccccc2-3)c(OC)c1	x	7%	-2%	-5%	-19	-5%	0%	11%	14%
O=C(c1ccncc1)N1N=C(C2CC2)CC1(O)C(F)(F)F (stereo not drawn)	-5%	-5%	-10%	-12%	6	-4%	-10%	-19%	76%[activator]
